PAFAH1B3 inh: PAFAH1B3 (human) inhibition; Q15102; recombinant PAFAH1B3, FP-rhodamine probe, fluorescence polarization; actives 0.28% (n = 340,000); inhibition, % at 3.39 µM;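 active = inhibition above the screen-wide average of all tested compounds plus 3 SD, cut at about 25% in these data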;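 note: 0% = enzyme with DMSO only and 100% = wells lacking PAFAH1B3 protein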
Target sequence (Q15102 whole entry, looked up): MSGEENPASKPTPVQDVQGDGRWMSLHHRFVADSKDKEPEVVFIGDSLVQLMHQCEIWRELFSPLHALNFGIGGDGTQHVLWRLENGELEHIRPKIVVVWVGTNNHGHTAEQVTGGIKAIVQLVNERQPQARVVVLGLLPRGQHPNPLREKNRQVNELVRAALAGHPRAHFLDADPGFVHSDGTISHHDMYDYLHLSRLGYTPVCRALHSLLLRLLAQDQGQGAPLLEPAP
LYPLA1 inh: LYPLA1 (human) inhibition in PME1 counter-screen; actives 0.16% (n = 320,000); recombinant LYPLA1, FP-Rh probe fluorescence polarization; O75608; inhibition, % at 5.9 µM;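 active = inhibition above the mean of all tested compounds plus 3 SD, set per campaign, cut at about 14% in these data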;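 note: inhibitors block serine hydrolase probe labeling of LYPLA1 so polarization falls; 0% = enzyme with DMSO and 100% = wells lacking LYPLA1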
pPAFAH FP inh: pPAFAH (human) enzyme inhibition; Q13093; actives 1.5% (n = 330,000); recombinant pPAFAH, FP-rhodamine probe fluorescence polarization; inhibition, % at 3.39 µM;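 active = inhibition above the mean inhibition across the screen plus 3 SD, cut at about 25% in these data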;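 note: inhibitors block binding of the rhodamine activity-based probe so polarization drops; 0% = enzyme with DMSO and 100% = wells lacking pPAFAH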
Target sequence (Q13093 whole entry, looked up): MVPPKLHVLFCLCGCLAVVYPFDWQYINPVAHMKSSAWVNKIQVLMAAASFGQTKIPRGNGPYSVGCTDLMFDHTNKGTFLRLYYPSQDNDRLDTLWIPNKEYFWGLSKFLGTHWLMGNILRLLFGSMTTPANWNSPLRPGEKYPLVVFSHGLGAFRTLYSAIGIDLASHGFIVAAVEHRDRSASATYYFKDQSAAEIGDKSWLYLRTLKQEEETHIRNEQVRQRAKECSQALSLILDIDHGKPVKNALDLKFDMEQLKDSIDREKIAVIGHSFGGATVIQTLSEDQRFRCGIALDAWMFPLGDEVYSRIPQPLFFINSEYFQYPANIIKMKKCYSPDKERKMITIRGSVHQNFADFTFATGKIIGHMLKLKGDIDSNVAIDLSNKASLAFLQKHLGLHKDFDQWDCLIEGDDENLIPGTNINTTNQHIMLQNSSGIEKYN
GSTO1 counter: GSTO1 inhibition, counter-screen for RBBP9 inhibitors. P78417. recombinant GSTO1, activity-based probe fluorescence polarization. inhibition, % at 5.96 µM. actives 1.1% (n = 300,000). AID 1974;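 active = inhibition above the campaign mean inhibition plus 3 SD, cut at about 35% in these data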;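 note: 0% = GSTO1-1 with DMSO and 100% = wells lacking GSTO1-1 enzyme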
LYPLA2 inh: blocks human lysophospholipase 2, a PME1 counter-screen. O95372. actives 0.38% (n = 320,000). recombinant LYPLA2, FP-Rh probe fluorescence polarization. AID 2177. inhibition, % at 5.9 µM;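 active = inhibition above the screen-wide mean plus 3 SD, limit set per campaign, cut at about 26% in these data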;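 note: 0% = LYPLA2 with DMSO and 100% = wells lacking LYPLA2 enzyme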
Target sequence (O95372 whole entry, looked up): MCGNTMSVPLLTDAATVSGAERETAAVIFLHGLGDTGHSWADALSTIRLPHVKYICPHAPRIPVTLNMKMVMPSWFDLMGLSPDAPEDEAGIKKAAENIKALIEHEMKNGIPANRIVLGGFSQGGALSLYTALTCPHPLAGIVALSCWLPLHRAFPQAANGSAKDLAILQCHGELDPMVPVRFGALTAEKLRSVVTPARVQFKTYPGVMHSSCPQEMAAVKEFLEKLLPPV
PME-1 inh: PME-1 (human) inhibition; Q9Y570; AID 2130; inhibition, % at 5.9 µM; actives 0.53% (n = 320,000); recombinant PME-1, FP-Rh probe fluorescence polarization;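 active = inhibition above the campaign mean of all compounds plus 3 SD, cut at about 26% in these data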;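 note: competitive labeling of PME-1 active site by serine hydrolase directed probe; 0% = PME-1 with DMSO and 100% = wells lacking PME-1 enzyme; inhibitors block probe labeling so polarization falls and inhibition rises; many of its hits are not listed in these tables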
PAD4 inh: PAD4 (human) enzyme inhibition; recombinant PAD4, RCA probe fluorescence polarization; inhibition, % at 6.36 µM; actives 0.41% (n = 330,000); AID 485272;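 active = percent inhibition above a cutoff equal to the mean of all tested compounds plus 3 SD, cut at about 15% in these data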;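 note: 0% = PAD4 with RCA probe and DMSO and 100% = probe without PAD4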
PAFAH1B2 FP inh: blocks human PAF acetylhydrolase 1b catalytic subunit 2 | recombinant PAFAH1B2, FP-rhodamine activity probe, fluorescence polarization | inhibition, % at 3.39 µM | actives 1.2% (n = 340,000) | AID 492953;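 active = inhibition above the mean of all tested compounds plus 3 SD, cut at about 24% in these data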;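 note: 0% = enzyme with DMSO and 100% = wells lacking PAFAH1B2; many of its hits are not listed in these tables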
PAFAH2 inh: inhibitors of human PAFAH2 | actives 0.99% (n = 340,000) | Q99487 | AID 492956 | inhibition, % at 3.39 µM | recombinant PAFAH2, FP-rhodamine activity probe, fluorescence polarization;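 active = inhibition above the mean over all tested compounds plus 3 SD, cut at about 30% in these data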;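 note: inhibitors block probe labeling of enzyme so polarization drops; 0% = enzyme with DMSO and 100% = wells lacking PAFAH2 protein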
* marks the source's active call; other numbers are inactive results; . = no result given.

structure	PAFAH1B3 inh	LYPLA1 inh	pPAFAH FP inh	GSTO1 counter	LYPLA2 inh	PME-1 inh	PAD4 inh	PAFAH1B2 FP inh	PAFAH2 inh
COc1ccc(NC(=O)C2CCCN(S(=O)(=O)c3cccc4nonc34)C2)cc1 (configuration not stated)	-7.0	-2.0	-6.0	-8.5	-5.7	-1.6	0.9	3.8	-0.4
CCC(CC)c1nnc(NC(=O)CC(C)c2ccccc2)s1 (configuration not stated)	12.6	0.6	-4.4	3.4	0.9	-2.5	-2.0	11.5	-3.2
CC(C)(C)c1ccc(NC(=O)CNC2CCCc3ccccc32)cc1 (configuration not stated)	-2.1	0.8	-4.9	-2.7	-4.3	-1.2	-0.1	5.6	5.6
CC(=O)c1ccc(NC(=O)CCCN2C(=O)/C(=C/C(C)=C/c3ccccc3)SC2=S)cc1	-1.5	-2.7	-0.9	-1.9	2.1	-6.0	-1.2	-1.8	-27.1
COCCNC(=O)C(=O)NCC1OCCN1S(=O)(=O)c1ccc(C)cc1 (configuration not stated)	0.6	-4.2	0.7	5.3	3.0	4.7	1.4	3.3	2.5
CS(=O)(=O)N1CCN(C(=O)c2ccc(Cl)s2)CC1	8.9	-2.2	0.2	0.1	1.9	-6.9	-5.5	5.5	1.4
Cc1cccc(N=Nc2ccc(O)c3ncccc23)c1	8.1	-3.0	50.9*	2.3	2.6	6.9	-4.7	10.7	10.8
Cc1cc2cc(C)c3nnc(SCC(=O)N4CCCc5ccccc54)n3c2cc1C	.	0.2	0.3	-3.7	-3.7	-10.1	-1.1	.	.
CCOC(=O)c1ccc(NC(=O)CNC(=O)c2ccco2)cc1	0.3	-1.8	7.6	1.9	4.0	0.9	-1.8	1.8	1.1
O=C(NC12CC3CC(CC(C3)C1)C2)c1cc([N+](=O)[O-])ccc1N1CCOCC1	3.1	-3.9	-9.5	-13.6	-3.0	-8.5	-8.6	18.8	-6.7
CCOC(=O)c1cc(NC(=O)c2ccc(Cl)cc2)c(=O)n2c1oc1ccc(Cl)cc12	-1.1	1.9	1.2	0.7	0.4	-6.1	1.8	-0.3	-1.6
Cc1cc(C)c(C)c(S(=O)(=O)N2CCC(C(=O)NCC(c3ccccc3)N(C)C)CC2)c1C (configuration not stated)	0.0	-1.9	1.7	-3.2	5.9	-2.6	-0.6	1.7	5.3
CCN(CC(=O)Nc1ccc(NC(C)=O)cc1)C(=O)/C=C/c1ccc2c(c1)OCO2	8.5	1.6	0.7	-1.4	0.2	1.3	2.5	-0.2	4.9
Cc1ccc(S(=O)(=O)NCC(C)n2cncn2)cc1 (configuration not stated)	-1.3	-3.1	-2.9	2.2	3.0	1.0	-0.8	7.5	8.8
CC1=NN(c2ccccc2)C(=O)/C1=C/c1c(O)n(-c2ccc(F)c(Cl)c2)[nH]c1=O	.	26.0*	74.7*	-49.4	13.6	68.0*	-2.0	.	.
O=C(Nc1ccccc1)N1N=C(c2ccc(F)cc2)CC1c1ccc(F)cc1 (configuration not stated)	-0.5	-1.8	-3.7	6.5	2.6	-0.5	0.8	1.5	-11.5
CCC(C(=O)O)n1cnc2scc(-c3ccc(C)c(C)c3)c2c1=O (configuration not stated)	5.5	0.7	9.5	-1.5	6.3	1.2	-2.3	-0.4	10.6
CC(C)(C)OC(=O)Cn1c(=O)cnc2ccccc21	0.9	-2.1	4.1	-1.5	1.8	-1.9	-2.2	5.0	3.0
Cc1ccc(CN2CCCCC2C(=O)Nc2ccc(Oc3cccnc3)cc2)o1 (configuration not stated)	0.0	-4.8	3.1	1.6	3.9	8.4	-0.3	-1.6	2.6
C=CCn1c(COc2cccc(C)c2)nnc1SCC(=O)c1c[nH]c2c(CC)cccc12	1.3	3.4	1.0	5.1	3.2	-3.0	4.3	-4.0	-1.9
Cc1c(C)c(C)c2[nH]c(-c3ccc4c(c3)OCO4)nc2c1C	8.7	-3.6	11.8	7.1	2.7	6.6	0.0	7.7	8.0
Cn1cccc1CC(=O)N/N=C/C=C/c1ccccc1	5.0	-1.8	13.6	-2.6	-4.1	-3.7	-5.9	4.7	-4.8
O=C(Nc1ccccc1)Nc1nncs1	-7.5	3.1	4.8	-1.4	8.4	-5.8	-2.7	-1.4	-1.3
Cc1cccnc1NC(=S)NC(=O)/C=C/c1ccccc1	1.1	0.9	-1.0	4.8	6.7	0.8	5.0	1.7	6.3
Cc1ccc(N(CC(=O)NCc2ccc(F)cc2)C(=O)c2csnn2)c(C)c1	2.5	0.1	1.5	2.8	-3.8	6.7	1.7	2.5	-0.6
O=C(Nc1ccccc1Cl)c1cccc(NC(=O)C2C3CC4OC(=O)C2C4C3)c1 (configuration not stated)	5.2	-4.6	3.2	-3.0	3.3	2.4	-1.9	0.7	-4.7
COc1ccccc1N1C(=O)c2cccc3c(N(C)CCO)ccc(c23)C1=O	5.2	2.3	11.4	6.1	5.3	-1.0	6.5	5.8	3.3
CCc1cc(C(=O)NNC(=O)CCN2CCN(c3ccccc3)CC2)sc1C	3.7	-2.3	4.7	2.6	-4.0	-1.7	0.0	-0.6	10.0
C[N+]1(CCCOC(=O)C2(c3ccccc3)CCCC2)CCOCC1	-2.6	0.0	-2.5	6.5	7.8	-8.9	-6.1	1.5	1.3
CCCn1c(SCC(=O)c2cc(C)n(C3CC3)c2C)n[nH]c1=O	0.1	-1.1	0.7	.	-3.4	6.6	0.2	1.8	-3.5
COc1cccc(-c2onc3ccc(C(=O)/C=C/N(C)C)cc23)c1	4.9	3.1	7.0	-26.4	-8.5	4.8	-2.0	-0.1	5.8
CN(C)S(=O)(=O)c1cccc(NC(=O)COC(=O)C2CCN(C(=O)c3ccc(F)cc3)CC2)c1	-1.7	-0.6	5.4	.	5.7	9.3	-1.1	3.9	8.1
O=Cc1c[nH]c2ccc(C(=O)c3ccccc3)cc12	2.2	-0.3	-1.9	-17.2	3.5	-2.5	-1.4	-5.3	-2.1
CC(=O)N1CCc2cc(S(=O)(=O)NCCC(=O)Nc3cccc(C)c3C)ccc21	12.2	-2.2	1.9	11.9	-0.1	-1.8	1.8	7.2	-0.9
COCCCNC(=O)c1cc(C(=O)Cc2ccccc2)c[nH]1	1.9	-2.9	4.5	2.9	-5.9	-1.3	-1.7	8.8	2.3
COc1ccccc1CNC(=O)C(NC(=O)c1ccccc1)C(C)C (configuration not stated)	4.0	0.5	1.8	9.2	1.1	3.5	-2.7	-1.9	-0.8
Cc1cc(C)c(C)c(S(=O)(=O)N2CCN(C(=O)c3ccccc3OCc3c(C)noc3C)CC2)c1C	-2.7	0.2	3.3	.	-0.6	14.4	2.1	0.2	-0.5
COc1ccccc1NS(=O)(=O)c1cc(NC(=O)CN2C(=O)NC3(CCCC3)C2=O)ccc1C	7.4	-3.5	-1.4	4.4	-2.4	-18.4	0.9	0.5	2.9
OCC[C@@H]1C[C@@H](O)[C@H](O)[C@]2(CCCO2)O1	7.4	1.6	5.2	-5.8	-4.0	0.6	-4.6	4.4	6.2
C[C@@]12C(=O)N(Cc3ccco3)CC(=O)N1[C@H]1c3ccccc3OC[C@@H]1[C@@H]2c1ccccc1	1.3	.	6.5	.	.	.	-0.4	7.1	5.3
CCOC(=O)c1c(C)[nH]c2cc(Br)c(O)cc12	6.0	1.1	9.7	-5.4	-0.4	19.2	1.0	6.0	1.4
NC(=O)c1ccccc1NC(=O)NC1CCCCC1	5.0	2.1	-3.3	-5.5	6.3	-8.3	2.5	6.5	-2.9
Cc1cc2ccccc2n1CCNC(=O)C1CC1	-2.5	2.1	-3.2	5.3	1.3	9.1	2.4	-3.5	-3.3
COc1ccc(Cl)cc1N(CC(=O)N1CCC(C)CC1)S(C)(=O)=O	2.8	-0.4	0.7	3.3	-1.3	3.2	1.1	-4.0	-9.0
CC1CCN(Cc2ccc(NC(=O)C3CCN(c4nnc(-n5cccc5)s4)CC3)cc2)CC1	-2.8	-0.3	-0.7	4.0	2.3	-2.1	-0.7	5.0	-7.8
C/C(=N\NC(=O)c1sccc1-n1cccc1)c1cccs1	-1.8	-2.6	1.1	-3.8	-2.7	-2.6	-1.9	13.1	3.7
CS(=O)(=O)c1ccccc1-c1nnc(NC(=O)COc2ccc(Cl)cc2)o1	1.4	-1.6	7.2	29.0	-2.1	3.6	-3.2	9.3	6.6
COCC(=O)Nc1cc(C(=O)NCCc2ccccc2)ccc1Cl	3.8	1.2	2.4	2.4	3.7	0.3	-2.3	5.0	11.1
COC(=O)c1c(-c2ccc(OC)cc2)oc2ccccc12	0.7	-2.4	1.2	1.1	-5.6	-0.4	-3.2	7.5	0.3
CCCCN(CC)CCCNC(=O)c1ccc2c(c1)N(CC)C(=O)c1ccccc1S2(=O)=O	10.1	-1.6	6.3	2.6	9.2	-4.0	-0.1	0.1	0.1

Other structures:
structure	PAFAH1B3 inh	LYPLA1 inh	pPAFAH FP inh	GSTO1 counter	LYPLA2 inh	PME-1 inh	PAD4 inh	PAFAH1B2 FP inh	PAFAH2 inh
O=[N+]([O-])c1ccc(Oc2ccc(F)cc2Br)c2ccncc12	5.8	1.9	11.4	21.6	41.4*	9.1	-4.6	7.5	-2.9
Cc1noc(C)c1CSCC(=O)Nc1ccccc1N1CCCCC1	1.6	-2.1	7.0	4.4	5.0	-0.9	3.1	29.5*	-3.8
CC1CC2=C(NC(=S)NC2c2ccccc2F)/C(=C/c2ccccc2F)C1 (configuration not stated)	6.5	-5.4	0.7	-18.7	-1.0	-4.3	-10.6	0.0	4.1
Cc1nn(CC(=O)Nc2ccc3c(c2)nc(CN2CCCC2)n3C)c(=O)c2ccccc12	2.2	1.5	3.4	10.4	-2.6	0.3	1.5	3.2	10.3
COc1ccc(NC(=O)N/C=C/c2ccccc2)cc1	6.2	-3.2	5.9	2.5	0.4	21.7	-0.6	4.0	6.3
CCOC(=O)c1sc2ncn(/N=C/c3cccnc3)c(=O)c2c1C	-6.2	-0.8	-0.7	-0.3	10.7	2.7	0.3	0.8	-0.6
Nc1nc(SCC(=O)Nc2ccc(F)cc2)[nH]c(=O)c1NC(=O)c1ccc(F)c(F)c1	0.5	-3.3	-3.1	-0.4	-5.0	-2.4	0.6	1.3	-5.1
O=C(C1CC1)N1CCN(S(=O)(=O)c2ccc3c(c2)OCCO3)CC1	10.1	1.6	2.1	7.8	0.1	-1.2	-6.6	1.1	-2.6
N=C1C(=O)OCC1c1ccccc1NC(=O)CN1CCCCC1 (configuration not stated)	-7.4	5.4	3.5	0.6	-1.5	-1.1	0.8	-1.0	-5.8
Cc1ccc(-c2c[n+](CC(=O)N3c4ccccc4Sc4ccccc43)c3n2CCC3)cc1	9.8	-0.4	-3.2	6.9	-2.5	-4.3	-6.1	6.0	-8.0

Nothing new here: an excerpt of the list.
structure	PAFAH1B3 inh	LYPLA1 inh	pPAFAH FP inh	GSTO1 counter	LYPLA2 inh	PME-1 inh	PAD4 inh	PAFAH1B2 FP inh	PAFAH2 inh
COc1ccc(NC(=O)N/C=C/c2ccccc2)cc1	6.2	-3.2	5.9	2.5	0.4	21.7	-0.6	4.0	6.3
CCOC(=O)c1sc2ncn(/N=C/c3cccnc3)c(=O)c2c1C	-6.2	-0.8	-0.7	-0.3	10.7	2.7	0.3	0.8	-0.6

Screening results as filed in PubChem.

Only part of the results is shown; count on the stated rates, not on these rows.
